# Assay outcomes: PubChem, several laboratories
# MsrA act: activates bovine MsrA enzyme; activation, % at 10.6 µM; purified bovine MsrA, absorbance read-out; 360,000 tested, 0.3% active; in the data active = activation above about 7.5%;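 also: 0% = vehicle and 100% = reference activator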
# FAS-TE inh: blocks the thioesterase domain of human fatty acid synthase; P49327; recombinant FAS-TE, OMFH fluorogenic substrate, fluorescence endpoint; inhibition, % at 15 µM; 360,000 tested, 0.67% active;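 active = compounds whose normalised, plate-corrected inhibition of enzyme fluorescence in the single-dose primary screen is 50% or more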;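 also: 0% = DMSO with enzyme and 100% = substrate without enzyme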
# Rpn11 block: blocks the human proteasome subunit Rpn11. O00487. human 26S proteasome, Ub4-pepOG fluorescence polarization; 20S core pre-blocked with epoxomicin. calls only at 20 µM. 360,000 tested, 0.59% active. AID 588493;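 active = inhibition at 20 µM, scaled to each plate's controls, above about 33%, limit read from the data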
# CSN deneddyl inh: blocks human CSN-mediated cullin deneddylation; Q92905; Purified CSN, SCF-Nedd8-OG deneddylation, fluorescence polarization; inhibition, % at 12.5 µM; 360,000 tested, 0.38% active; AID 651999;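 active = pattern-corrected inhibition above about 35%, with an unprinted fluorescence ratio check between 0.5 and 1.5, limit read from the data, passing the limit was not always enough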;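 also: 0% = enzyme with substrate and 100% = substrate without enzyme; some results filed as inactive read as strong as hits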
#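 Test system: purified human Csn5 enzyme expressed in HEK293T cells. Amount: 0.24 nM enzyme. Reagent: SCFSkp2-Nedd8OG substrate at 10 nM final. Schedule: 90 min incubation of compound, enzyme and substrate at room temperature. Detection: fluorescence polarization. Read-out: % inhibition of substrate cleavage by Csn5.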
# E coli Lon inh: inhibitors of E. coli Lon protease | purified E. coli Lon protease, fluorescence polarization | 360,000 tested, 0.42% active | AID 602123 | inhibition, % at 7.94 µM | P0A9M0; in the data active = inhibition above about 13%, passing the limit was not always enough;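 also: 0% = enzyme with probe and DMSO and 100% = no enzyme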
# PABP1 MLLE inh: blocks PAM2 peptide binding to the PABP1 MLLE domain; GST-MLLE / FITC-PAM2 fluorescence polarization; inhibition, % at 20 µM; 360,000 tested, 0.36% active; AID 588489; in the data active = inhibition above about 35%, passing the limit was not always enough;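 also: plate controls were DMSO wells with GST-MLLE for no effect and wells lacking GST-MLLE protein for full effect; some results filed as inactive read as strong as hits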
# MT1-MMP act inh: inhibitors of human MT1-MMP activation; HT1080 RFP-PRO-GFP cells, GFP/RFP ratio fluorescence, overnight; percent of plate control window, DMSO zero; P50281; 360,000 tested, 0.061% active; GFP/RFP ratio change, % at 20 µM; AID 651647;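 active = GFP/RFP ratio change of at least 30% with cell ATP level not reduced by more than half and red fluorescence within 50% of control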; also: strong numbers were not always called active
#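 Assay system: RFP-PRO-GFP reporter HT1080 cells; read-out basis: GFP/RFP fluorescence ratio; benchmarks: DMSO wells and RFP-L50D-GFP cells; doses: 20 µM single dose, 1% DMSO; schedule: overnight cell settling, then overnight compound exposure, 37 °C, 5% CO2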
# MsrA inh: inhibitors of bovine MsrA | 360,000 tested, 0.75% active | purified bovine MsrA, absorbance read-out | AID 651718 | inhibition, % at 15.5 µM; in the data active = inhibition above about 4.5%;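 also: 0% = vehicle wells with enzyme and 100% = reference inhibitor wells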
# Rin1-Abl PPI inh: inhibitors of human Rin1-Abl protein interaction. P00519+Q13671. TR-FRET Rin1/Abl binding, biochemical. inhibition, % at 7.35 µM. 360,000 tested, 0.4% active. AID 588664; in the data active = inhibition above about 5%, passing the limit was not always enough
# * marks the source's active call; other numbers are inactive results; i = inactive; . = no result given.
# Order of results: MsrA act, FAS-TE inh, Rpn11 block, CSN deneddyl inh, E coli Lon inh, PABP1 MLLE inh, MT1-MMP act inh, MsrA inh, Rin1-Abl PPI inh
1: CCNc1sc(C(=O)c2cccs2)c(N)c1-c1nc2ccccc2s1
 : -0.7, 16.3, i, 0.6, -9.9, 1.4, -0.2, 0.2, -8.0
2: COc1ccc(Cc2nnc(SCC(=O)Nc3ncc(C)s3)o2)cc1
 : -1.0, -5.8, i, -0.4, -2.0, -15.1, 3.7, 0.6, -1.9
3: O=c1[nH]c(C2CCN(S(=O)(=O)c3ccc(C(F)(F)F)cc3)CC2)nc2c1nnn2Cc1cccc(F)c1
 : -0.9, -28.3, i, -1.9, 1.7, -6.9, ., -0.3, -1.4
4: Cc1ccc(NC(=O)CSc2nc(C)c(Cc3ccccc3)c(=O)[nH]2)cc1C
 : 0.3, 8.1, i, 3.9, -8.7, 2.6, 1.4, -0.8, 2.6
5: CN(C)S(=O)(=O)c1cccc(COC(=O)c2cnccn2)c1
 : -1.8, -4.3, i, 4.7, -0.6, -38.3, 3.3, -0.2, 1.2
6: Nc1ccc(S(N)(=O)=O)cc1
 : -2.4, -3.0, i, -1.8, ., 1.9, -0.3, 1.1, -4.1
7: CCC(C)NC(=O)c1ccccc1C(=O)NC(C)CC (stereo not given)
 : -3.2, -2.9, i, -3.6, 0.6, 15.4, 0.8, -1.1, 0.9
8: Cc1cc2c(C)cc(=O)[nH]c2cc1NC(=O)CCl
 : -6.6, -6.4, i, 5.5, 8.5, 16.1, 8.5, 1.7, -2.9
9: OC(c1cccnc1)c1nc(-c2ccc3c(c2)OCO3)cs1 (stereo not given)
 : -1.4, -5.3, i, 0.1, -6.8, -20.5, -1.4, -0.3, -0.5
10: Clc1ccc(OCc2nn3c(C4CCCCC4)nnc3s2)cc1
 : -9.1, 13.1, i, -2.8, -7.3, 35.1, 0.3, -0.4, 3.1

# Reformatted: results already given
no.	Structure	MsrA act	FAS-TE inh	Rpn11 block	CSN deneddyl inh	E coli Lon inh	PABP1 MLLE inh	MT1-MMP act inh	MsrA inh	Rin1-Abl PPI inh
1	CCNc1sc(C(=O)c2cccs2)c(N)c1-c1nc2ccccc2s1	-0.7	16.3	i	0.6	-9.9	1.4	-0.2	0.2	-8.0
3	O=c1[nH]c(C2CCN(S(=O)(=O)c3ccc(C(F)(F)F)cc3)CC2)nc2c1nnn2Cc1cccc(F)c1	-0.9	-28.3	i	-1.9	1.7	-6.9	.	-0.3	-1.4
8	Cc1cc2c(C)cc(=O)[nH]c2cc1NC(=O)CCl	-6.6	-6.4	i	5.5	8.5	16.1	8.5	1.7	-2.9
5	CN(C)S(=O)(=O)c1cccc(COC(=O)c2cnccn2)c1	-1.8	-4.3	i	4.7	-0.6	-38.3	3.3	-0.2	1.2
6	Nc1ccc(S(N)(=O)=O)cc1	-2.4	-3.0	i	-1.8	.	1.9	-0.3	1.1	-4.1
10	Clc1ccc(OCc2nn3c(C4CCCCC4)nnc3s2)cc1	-9.1	13.1	i	-2.8	-7.3	35.1	0.3	-0.4	3.1

# The list continues.
# Order of results: MsrA act, FAS-TE inh, Rpn11 block, CSN deneddyl inh, E coli Lon inh, PABP1 MLLE inh, MT1-MMP act inh, MsrA inh, Rin1-Abl PPI inh
11: Cc1ccc(/C=N/NC(=O)c2ccc(NC(=O)c3ccccc3Cl)cc2)o1
 : 1.2, -3.7, i, 4.5, -9.2, 4.3, -3.2, 4.0, -0.3
12: COc1cc(S(=O)(=O)N2CCC(O)(c3cccc(C(F)(F)F)c3)CC2)ccc1-n1cnnn1
 : 0.6, 7.6, i, 0.3, -6.6, 0.8, 0.3, -0.2, 4.1
13: Nc1ncc(S(=O)(=O)c2ccc([N+](=O)[O-])cc2)s1
 : -1.3, 0.5, i, -4.9, -4.6, 9.5, 5.1, 0.2, -1.7
14: Cc1onc(-c2ccccc2)c1CNS(=O)(=O)c1cccc(Br)c1
 : -5.5, 11.3, i, 0.6, -4.7, 5.7, -0.2, 0.1, 1.4
15: Clc1ccc(/C=C/c2nc(Cl)c(-c3ccc(Cl)cc3)c(Cl)n2)cc1
 : -1.6, 25.9, i, -9.4, -4.3, -7.8, -1.1, -0.5, 0.7
16: O=S(=O)(NCc1cccnc1)c1cccn1-c1ncc(C(F)(F)F)cc1Cl
 : -5.5, -1.8, i, -1.6, -2.1, 2.4, -4.7, -0.7, -0.6
17: CC(=O)Nc1nc2ccc(C(=O)NCCOC(=O)C3CCCCC3)cc2s1
 : -2.7, -3.7, i, -0.4, 3.9, 3.1, 3.3, -0.6, -1.6
18: CCOc1ccc(-n2cc(C(=O)Nc3cccc(Cl)c3)c3cc(OC)c(OC)cc3c2=O)cc1
 : -3.8, 59.2*, i, 1.4, -1.4, 0.7, -6.9, 0.0, 2.2
19: CC1CN(C(=O)CSc2nc(-c3ccccc3)cs2)CC(C)O1 (stereo not given)
 : -0.3, -7.2, i, 1.5, -4.0, -3.2, -2.7, 0.4, -1.0
20: CC(=O)Nc1ccccc1C(=O)C(=O)Nc1cccc(C(=O)N2CC(C)CC(C)C2)c1 (stereo not given)
 : -3.4, -2.5, i, -3.9, 0.9, 4.5, -1.5, 0.7, -1.8
21: COc1ccc(CNS(=O)(=O)NCc2ccc(OC)c(OC)c2)cc1OC
 : -4.7, -9.3, i, -4.9, -4.1, 1.9, -1.5, -0.1, 2.0
22: Cc1ccc2nc(-c3ccc4c(c3)OCCO4)cn2c1
 : -3.0, 0.3, i, 2.9, 5.2, 8.7, 2.7, 0.4, 2.4
23: CCOc1ccc(S(=O)(=O)N(CC(=O)NC2CCCCC2C)Cc2ccco2)cc1 (stereo not given)
 : -5.9, 7.0, i, 0.1, 2.4, -13.7, -0.3, -0.2, -0.8
24: COc1ccc(-c2cn3ccc4ccccc4c3n2)cc1
 : -12.1, 1.6, i, 7.0, 0.3, -2.7, 4.4, 1.1, 0.3
25: Cc1cc(C)nc(OC(C(=O)O)C(OCCc2ccccc2)(c2ccccc2)c2ccccc2)n1 (stereo not given)
 : -11.5, -0.9, i, -1.9, -3.3, -5.6, -5.3, -0.6, 4.2
26: COC(=O)c1c(NC(=O)CCCC(=O)O)sc2c1CCC2
 : -1.6, -4.6, i, 10.2, -8.7, -0.8, -0.1, 0.7, -0.7
27: O=S1(=O)C=C(Sc2nc3cc(Cl)ccc3o2)c2ccccc21
 : -11.3, 16.1, i, 1.3, 1.5, -71.2, -12.2, ., 0.5
28: CN(C)/C=C1\N=C(c2cccnc2Oc2ccc(Cl)cc2)OC1=O
 : 1.0, 0.0, i, 11.3, -4.7, -8.5, -2.4, 3.5, -4.0
29: COc1ccc(C(=O)OCC(=O)Nc2c(C)n(C)n(-c3ccccc3)c2=O)cc1
 : -3.0, -7.1, i, 3.8, 3.8, 7.2, -2.3, 0.9, -0.3
30: Cc1ccc(CNS(=O)(=O)c2ccc3c(c2)n(C)c(=O)c(=O)n3C)cc1
 : -1.5, -0.6, i, -2.9, 4.2, 8.1, 3.5, 0.5, -0.4
31: O=C(C1CCN(S(=O)(=O)c2c(Cl)cccc2Cl)CC1)N1CCCCCCC1
 : -12.9, 6.4, i, 0.3, 18.2*, -7.8, -3.3, 0.2, 3.4
32: COc1ccc(-c2nn(-c3ccccc3)cc2C(=O)N2CCOCC2)cc1
 : -2.0, -4.9, i, -0.3, -8.3, 2.5, -2.3, 0.8, 0.0
33: C=CCn1c(SCC(=O)c2cccs2)nc2sc(C)c(C)c2c1=O
 : -1.8, 25.7, i, 5.9, -10.3, 1.6, 4.0, -0.3, 1.6
34: CCC1Oc2ccccc2N(CC(=O)NCCN2C(C)CCCC2C)C1=O (stereo not given)
 : -0.5, -6.3, i, -8.0, -0.2, -10.8, 1.6, 0.5, 1.5
35: COc1cc(C(=O)Nc2ccc(-c3nc4cc(C)ccc4o3)c(O)c2)cc(OC)c1OC
 : -2.4, 36.4, i, 0.9, -0.7, -5.9, -1.5, 1.7, -1.3
36: CC(C)CN(C(=O)COC(=O)CCCc1c[nH]c2ccccc12)c1c(N)n(Cc2ccccc2)c(=O)[nH]c1=O
 : -6.1, 7.5, i, 0.1, -2.5, -5.2, -4.2, -0.3, -0.2
37: Cn1cccc1CC(=O)NNC(=S)NC(=O)c1ccccc1Br
 : 1.8, -5.8, i, 4.8, -1.4, 15.9, -0.1, -2.0, -3.0
38: Cc1ccc(Oc2ccc(OCC(=O)NC(C)C(=O)O)cc2)cc1 (stereo not given)
 : -2.7, -8.9, i, -1.6, -5.6, -6.6, 2.0, 1.1, -0.7
39: Cc1ccnc(NC(=O)c2cccc(NC(=O)Cc3ccccc3)c2)c1
 : -1.1, -0.4, i, -1.5, 1.1, -10.2, 4.3, 2.1, 1.3
40: Cn1c(Cn2c(=O)sc3ccccc32)nnc1SCc1ccc(F)cc1
 : -1.6, -0.4, i, -1.3, 1.4, 9.7, 0.9, 0.3, -2.0
41: COc1ccc(Cl)cc1S(=O)(=O)N1CCN(CC(=O)C(C)(C)C)CC1
 : -3.1, 1.9, i, -1.2, 13.1, 2.2, 0.5, 2.2, -0.8
42: C/C(=N\NC(=O)c1ccc(Cn2cc(Br)cn2)o1)c1cccc(NC(=O)C(C)(C)C)c1
 : -7.0, -2.9, i, 1.6, 3.8, 0.1, -1.4, -0.6, -0.2
43: Cc1ccc(C(=O)CN(C(=O)c2ccc(Cl)cc2)N2C(=O)CCC2=O)cc1
 : -5.0, 2.8, i, 4.2, 0.8, 18.1, 2.3, 0.1, 2.6
44: C=CCNc1cccc(Br)c1
 : -2.6, -11.9, i, 1.6, 4.7, 9.8, 3.0, 1.4, -0.5
45: Cc1cc(O)c(-c2cc(C(=O)Nc3ccc(S(=O)(=O)N4CCOCC4)cc3)[nH]n2)cc1C
 : -5.2, 3.6, i, 1.2, -6.5, 1.3, -1.7, -0.2, -0.9
46: CCN(CC)C(=O)c1ccccc1NS(=O)(=O)c1ccc(OC)c(C(=O)N2CCOCC2)c1
 : -0.7, -8.6, i, -2.6, 2.8, 1.9, -0.8, -0.2, 2.2
47: COc1ccc(NC(=O)C2Cc3c(-c4ccccc4Oc4ccccc4)ccnc3O2)cc1 (stereo not given)
 : 0.3, 23.8, i, -0.2, -7.8, -10.5, -8.4, -0.7, -2.8
48: CC1CCCC(NC(=O)CSc2n[nH]c(N)n2)C1C (stereo not given)
 : 1.6, -6.5, i, 1.7, -4.2, -2.4, 0.6, -1.4, 0.1
49: O=C(COC(=O)c1ccc(Cl)nc1)Nc1ccc(S(=O)(=O)N2CCCC2)cc1
 : -4.7, 8.5, i, -1.2, -0.5, 3.8, -1.2, 0.4, 1.1
50: CC(NC(=O)C(NC(=O)C1CCCN1C(=O)OC(C)(C)C)C(C)C)C(N)=O (stereo not given)
 : -3.3, -7.8, i, 1.2, -2.0, 7.2, -3.6, -1.2, -3.3

# Rows are unselected. About 3.7% of those tested had a hit in this group.
